# Bioassay records as filed in PubChem.
# SKN-1 block = suppressors of acrylamide-induced Pgst-4::GFP reporter in worms, primary screen, SKN-1 inhibitor project, whole organism, uHTS, GFP/RFP fluorescence ratio, strain VP596; C. elegans VP596 Pgst-4::GFP/RFP ratio, 24 h; actives 0.49% (n = 360,000); AID 624304, 2012; inhibition, % at 21.8 µM;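 active = interference check ratio from 0.5 to 1.5 plus GFP to RFP signal ratio inhibition reaching or exceeding a fixed threshold, cut at about 30% in these data, passing the limit was not always enough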; also: some compounds called inactive have numbers as strong as hits
# CSN inh = inhibitors of CSN-mediated cullin deneddylation, primary screen, biochemical, fluorescence polarization, uHTS; Purified CSN, SCF-Nedd8-OG deneddylation; inhibition, % at 12.5 µM; actives 0.38% (n = 360,000);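 active = pattern-corrected inhibition above about 35%, with an unprinted fluorescence ratio check between 0.5 and 1.5, limit read from the data, passing the limit was not always enough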;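 also: 0% = enzyme with substrate and 100% = substrate without enzyme; some results filed as inactive read as strong as hits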
#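 Test system: purified human Csn5 enzyme expressed in HEK293T cells. Amount: 0.24 nM enzyme. Reagent: SCFSkp2-Nedd8OG substrate at 10 nM final. Schedule: 90 min incubation of compound, enzyme and substrate at room temperature. Detection: fluorescence polarization. Read-out: % inhibition of substrate cleavage by Csn5.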
# NadD block = inhibitors of S. aureus NadD, primary screen, biochemical, colorimetric, uHTS | Nicotinate-nucleotide adenylyltransferase NadD (Staphylococcus aureus N315) | purified NadD enzyme, colorimetric absorbance read-out | inhibition, % at 20 µM | actives 0.78% (n = 360,000); in the data active = inhibition above about 26%; also: some compounds past the cut are filed as inactive
# FAS-TE inh = FAS thioesterase domain inhibitors, primary screen, biochemical, fluorescence intensity, uHTS; Fatty acid synthase (Homo sapiens), P49327; recombinant FAS-TE, OMFH fluorogenic substrate, fluorescence endpoint; inhibition, % at 15 µM; actives 0.67% (n = 360,000); AID 602261, 2012;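 active = compounds whose normalised, plate-corrected inhibition of enzyme fluorescence in the single-dose primary screen is 50% or more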;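 also: 0% = DMSO with enzyme and 100% = substrate without enzyme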
# Target sequence (P49327 whole entry, looked up, the tested form may be a part): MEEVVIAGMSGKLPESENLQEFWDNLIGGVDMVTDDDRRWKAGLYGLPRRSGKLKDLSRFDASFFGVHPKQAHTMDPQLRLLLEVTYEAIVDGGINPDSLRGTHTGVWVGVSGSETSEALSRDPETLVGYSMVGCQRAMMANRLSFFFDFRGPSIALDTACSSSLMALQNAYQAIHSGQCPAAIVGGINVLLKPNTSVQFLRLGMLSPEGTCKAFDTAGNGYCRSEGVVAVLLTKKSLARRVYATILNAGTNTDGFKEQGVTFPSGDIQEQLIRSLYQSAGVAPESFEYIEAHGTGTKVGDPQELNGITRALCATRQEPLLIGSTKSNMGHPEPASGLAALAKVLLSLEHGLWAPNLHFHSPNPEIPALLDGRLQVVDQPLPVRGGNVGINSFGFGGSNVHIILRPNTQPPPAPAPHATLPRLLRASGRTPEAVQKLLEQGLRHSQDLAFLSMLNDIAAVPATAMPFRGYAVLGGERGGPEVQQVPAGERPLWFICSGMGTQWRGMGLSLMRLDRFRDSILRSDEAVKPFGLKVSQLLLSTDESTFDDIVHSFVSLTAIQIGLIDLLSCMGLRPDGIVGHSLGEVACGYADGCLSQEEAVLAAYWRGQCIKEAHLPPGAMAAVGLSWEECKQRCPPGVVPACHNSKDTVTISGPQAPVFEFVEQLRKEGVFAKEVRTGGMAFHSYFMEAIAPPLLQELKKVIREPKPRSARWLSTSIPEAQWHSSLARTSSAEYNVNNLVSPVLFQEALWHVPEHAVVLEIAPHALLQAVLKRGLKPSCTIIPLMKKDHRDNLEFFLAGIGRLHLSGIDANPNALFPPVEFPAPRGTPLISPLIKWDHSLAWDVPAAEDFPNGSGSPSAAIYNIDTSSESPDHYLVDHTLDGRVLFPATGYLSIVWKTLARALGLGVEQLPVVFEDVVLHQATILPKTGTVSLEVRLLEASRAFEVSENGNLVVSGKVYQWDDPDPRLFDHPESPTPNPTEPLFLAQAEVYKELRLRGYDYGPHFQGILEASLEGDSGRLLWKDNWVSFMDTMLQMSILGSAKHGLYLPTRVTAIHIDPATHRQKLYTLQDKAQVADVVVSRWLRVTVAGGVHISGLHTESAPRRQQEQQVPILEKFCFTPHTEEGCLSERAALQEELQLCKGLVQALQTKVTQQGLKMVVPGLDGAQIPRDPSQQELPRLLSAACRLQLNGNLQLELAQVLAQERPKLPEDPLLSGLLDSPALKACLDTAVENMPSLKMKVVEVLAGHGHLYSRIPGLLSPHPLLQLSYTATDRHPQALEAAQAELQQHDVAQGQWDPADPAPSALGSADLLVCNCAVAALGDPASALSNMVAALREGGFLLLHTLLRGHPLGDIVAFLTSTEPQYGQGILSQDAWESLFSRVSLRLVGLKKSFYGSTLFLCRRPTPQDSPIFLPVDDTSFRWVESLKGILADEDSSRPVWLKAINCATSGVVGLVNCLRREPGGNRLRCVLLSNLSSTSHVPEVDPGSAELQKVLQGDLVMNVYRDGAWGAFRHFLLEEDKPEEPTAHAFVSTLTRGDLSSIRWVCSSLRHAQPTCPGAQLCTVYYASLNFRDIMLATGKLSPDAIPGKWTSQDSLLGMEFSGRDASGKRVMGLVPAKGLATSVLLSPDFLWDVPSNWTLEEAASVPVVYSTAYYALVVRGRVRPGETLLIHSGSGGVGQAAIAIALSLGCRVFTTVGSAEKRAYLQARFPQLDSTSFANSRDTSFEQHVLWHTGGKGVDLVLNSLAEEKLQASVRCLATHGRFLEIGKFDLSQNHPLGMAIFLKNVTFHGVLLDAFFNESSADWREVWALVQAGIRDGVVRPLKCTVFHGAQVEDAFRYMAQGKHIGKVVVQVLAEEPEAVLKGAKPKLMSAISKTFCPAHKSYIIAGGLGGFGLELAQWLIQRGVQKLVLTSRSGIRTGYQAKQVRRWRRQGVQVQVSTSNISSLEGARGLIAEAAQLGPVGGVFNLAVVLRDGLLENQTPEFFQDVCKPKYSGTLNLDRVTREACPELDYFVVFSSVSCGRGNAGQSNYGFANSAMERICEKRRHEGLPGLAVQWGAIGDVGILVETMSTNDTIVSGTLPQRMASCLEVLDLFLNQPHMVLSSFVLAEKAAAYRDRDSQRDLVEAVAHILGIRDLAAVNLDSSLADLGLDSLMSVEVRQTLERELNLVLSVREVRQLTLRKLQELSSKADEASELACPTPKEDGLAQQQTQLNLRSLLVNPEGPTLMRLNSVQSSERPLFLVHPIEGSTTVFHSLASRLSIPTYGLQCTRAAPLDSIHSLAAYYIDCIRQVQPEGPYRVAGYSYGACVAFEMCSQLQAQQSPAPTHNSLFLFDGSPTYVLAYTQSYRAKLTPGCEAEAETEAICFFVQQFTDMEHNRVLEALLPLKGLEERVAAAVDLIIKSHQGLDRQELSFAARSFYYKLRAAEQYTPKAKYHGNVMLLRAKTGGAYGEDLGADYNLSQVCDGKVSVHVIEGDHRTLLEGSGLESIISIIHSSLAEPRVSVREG
# Rin1 Abl inh = inhibitors of Rin1-Abl protein binding, primary screen, biochemical, TR-FRET; Tyrosine-protein kinase ABL1 (Homo sapiens) + Ras and Rab interactor 1 (Homo sapiens), …; inhibition, % at 7.35 µM; actives 0.4% (n = 360,000); in the data active = inhibition above about 5%, passing the limit was not always enough
# MLLE-PAM2 inh = inhibitors of PABP1 MLLE–PAM2 peptide binding, primary screen, biochemical, fluorescence polarization, FITC-PAM2, GST-MLLE; Polyadenylate-binding protein 1 (Homo sapiens), P11940; inhibition, % at 20 µM; actives 0.36% (n = 360,000); in the data active = inhibition above about 35%, passing the limit was not always enough;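 also: plate controls were DMSO wells with GST-MLLE for no effect and wells lacking GST-MLLE protein for full effect; some results filed as inactive read as strong as hits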
# Rpn11 block = Rpn11 (PSMD14) deubiquitinase inhibitors, primary screen, biochemical, fluorescence polarization, uHTS; human 26S proteasome, Ub4-pepOG fluorescence polarization; 20S core pre-blocked with epoxomicin; calls only at 20 µM; actives 0.59% (n = 360,000); AID 588493, 2011;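 active = inhibition at 20 µM, scaled to each plate's controls, above about 33%, limit read from the data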
# MT1-MMP act inh = blockers of MT1-MMP proenzyme processing, primary screen, HT1080 RFP-PRO-GFP cells, GFP/RFP fluorescence | Matrix metalloproteinase-14 (Homo sapiens), P50281 | GFP/RFP ratio fluorescence, overnight; percent of plate control window, DMSO zero | GFP/RFP ratio change, % at 20 µM | actives 0.061% (n = 360,000) | AID 651647, 2012;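 active = GFP/RFP ratio change of at least 30% with cell ATP level not reduced by more than half and red fluorescence within 50% of control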; also: strong numbers were not always called active
#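 Assay system: RFP-PRO-GFP reporter HT1080 cells; read-out basis: GFP/RFP fluorescence ratio; benchmarks: DMSO wells and RFP-L50D-GFP cells; doses: 20 µM single dose, 1% DMSO; schedule: overnight cell settling, then overnight compound exposure, 37 °C, 5% CO2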
# Neddyl block = inhibitors of cullin neddylation, primary screen, biochemical, TR-FRET, uHTS, NAE and Ubc12. AID 651699, 2012. calls only at 25 µM. actives 0.58% (n = 360,000); in the data active = inhibition above about 36%
# * hit, by the source's call; i = inactive; . = no result given; + = active, no number.
SMILES,SKN-1 block,CSN inh,NadD block,FAS-TE inh,Rin1 Abl inh,MLLE-PAM2 inh,Rpn11 block,MT1-MMP act inh,Neddyl block
CC(=O)NC(Cc1cc(C)ccc1C)C(=O)N1CCN(C(=O)Nc2ccc(C(C)=O)cc2)CC1 (centres undefined),-2,2,-3,-6,0,11,i,1,i
C=CCN1C(=O)c2ccc(C(=O)OCC(=O)N(C)C3CCCCC3)cc2C1=O,-5,11,-4,-4,-4,4,i,0,i
CC1(c2cccc(Br)c2)NC(=O)N(CC(=O)N2CCc3ccccc32)C1=O (centres undefined),-9,-3,-8,17,3,-6,i,6,i
CC(=O)Nc1ccc(NC(=O)C2CCCN2/C=C/C(=O)C(F)(F)F)cc1 (centres undefined),-4,1,-5,-8,-3,5,i,0,i
Cc1ccc(-n2c(O)c(/C=N/NC(=O)C3COc4ccccc4O3)c3ccccc3c2=O)cc1 (centres undefined),-3,7,23,10,-5,-35,i,-3,+
O=C1[C@H](Cc2ccccc2)NCCCC[C@@H](c2ccco2)N1Cc1ccccc1,8,2,-7,7,3,-3,i,-4,i
COc1cccc(/C=N/NC(=O)c2c(C)nc3ccc(Cl)cn23)c1OC,9,2,-1,5,0,2,i,3,.
O=C(N/N=C/c1c[nH]c2ccccc12)c1ccncc1,6,-4,2,-12,-3,2,i,7,i
CCCS(=O)(=O)c1cscc1NC(=O)c1c(-c2c(F)cccc2Cl)noc1C,-2,0,-8,12,1,-6,i,1,i
CCC(C)(C)n1nnnc1C(c1ccc(C)cc1)N1CCSCC1 (centres undefined),7,-3,6,13,5,2,i,1,i
CCc1nn(CC(=O)NCCCN2CCN(C)CC2)c(=O)c2cc3occc3n12,4,8,-3,-1,-1,-6,i,-2,i
CN1CCN(C2=C(Cl)C(=O)c3ccccc3C2=O)CC1,31,5,8,23,5,30,i,6,i
O=C(CNS(=O)(=O)c1c(F)cc(F)cc1Br)OCC(=O)N1CCCC1=O,-1,0,0,-3,-1,-2,i,0,i
CCOC(=O)c1c(C)[nH]c(C(=O)CSc2ccccc2)c1C,-5,-2,-9,2,-4,16,i,-1,i
Cc1c(C(=O)NCCC2=CCCCC2)oc2ccc(S(=O)(=O)N3CCOCC3)cc12,37*,2,5,33,-3,2,i,-7,i
O=C(c1cc2cc(Br)cc(Br)c2oc1=O)N1CCCC1,-1,-2,1,0,-1,14,i,9,i
COC(=O)C(c1ccccc1)N(Cc1cccc(CN(C(C(=O)OC)c2ccccc2)S(C)(=O)=O)c1)S(C)(=O)=O (centres undefined),14,-2,-3,23,2,6,i,-1,i
COc1ccc(CCN2C(=O)C(O)=C(C(C)=O)C2c2ccccc2OC)cc1OC (centres undefined),-4,1,1,-8,2,11,i,1,i
C/C(=N/NC(=O)c1ccc2c(c1)OCO2)c1ccc(NC(=O)c2ccc(F)cc2)cc1,-2,5,-1,-1,0,-15,i,0,i
C=CCN(C(=O)c1csnn1)C(C(=O)NC(C)(C)C)c1ccncc1 (centres undefined),4,-9,-6,-6,0,17,i,-2,i
O=C(/C=C/c1c(Cl)nc2ccccn12)N1CCN(c2ccc(F)cc2)CC1,24,8,-1,15,-6,10,i,2,i
Cc1ccc(C(=O)OCC(=O)NC2CCCC2)cc1,10,5,-6,-2,-6,-9,i,3,i
O=C(Oc1cccc2c(=O)[nH]ccc12)c1ccccc1,4,4,-6,-5,-3,-5,i,-1,i
O=C1C(c2ccnc3ccccc23)=C(O)c2ccccc21,6,7,-1,-1,-2,0,i,-1,i
COc1cccc(C(NC(C)=O)c2nc(-c3cccc(C(=O)O)c3)cs2)c1 (centres undefined),2,-3,-2,-1,-2,2,i,-1,i
Cc1ccsc1C(=O)Nc1nnc(-c2ccco2)o1,-10,16,1,-7,-5,-4,i,11,i
COc1ccc(-c2nc(-c3ccccc3)c(-c3cccs3)[nH]2)cc1OC,0,1,2,18,-1,7,i,6,i
COc1ccc(/C=C/C(=O)O)cc1S(=O)(=O)N1CCC(C)CC1,-12,3,-1,-5,-2,-5,i,4,i
CC1CCCCC1NC(=O)C1CCC(CNS(=O)(=O)c2cccc3cccnc23)CC1 (centres undefined),-2,3,-8,-8,0,0,i,1,i
COc1ccc(NC(=O)C(=O)NNC(=O)COc2ccc(OC)cc2)cc1,10,-1,6,-6,5,-5,i,-3,i
O=C(NC1CCCC1)C(c1ccncc1)N(C(=O)c1csnn1)c1ccccc1F (centres undefined),-1,0,-10,-4,0,6,i,2,i
Cc1cc(C)nc(NC(=S)NC(=O)c2ccccc2F)n1,2,3,-1,2,1,34,i,2,i
O=C(Cn1cccc1C(=O)c1ccccc1)NCc1ccc(Cl)cc1,1,6,-2,4,4,-6,i,-1,i
COc1ccc(NC(=O)C(CC(C)C)NS(=O)(=O)c2ccc3c(c2)CCN3C(C)=O)cc1OC (centres undefined),9,0,2,-7,-1,3,i,3,i
CCOc1ccccc1CN1CCN(Cc2nc3ccccc3s2)CC1CCO (centres undefined),-10,2,1,-4,5,0,i,0,i
Cc1nc2ccccc2c(C)c1C(=O)c1ccccc1,16,-1,-7,-1,3,-1,i,-6,i
O=C(c1ccc(OC2CCN(Cc3ccc(F)cc3)CC2)cc1)N1CCCC1,-7,0,-4,-8,1,1,i,2,i
COC(=O)Cc1cc(=O)n2[nH]c(SC)nc2n1,10,2,3,-7,-5,5,i,-6,i
C=CCN1C=CC(=O)[C@@H](OC(=O)Nc2ccc(Br)cc2)[C@H]1c1ccccc1Br,7,-1,4,26,-1,3,i,1,i
COc1ccc(-c2nnc(NC(=O)C3=COCCO3)o2)cc1,0,-6,-1,-3,2,-10,i,1,i
CCN(C(C)=O)c1nc(CSc2nnc(NC(C)C)s2)cs1,-27,1,5,-5,-4,30,i,1,i
CCOc1ccc(C(=O)N2CCN(c3ccccn3)CC2)cc1,4,2,-6,-4,0,-3,i,-5,i
C#CCNc1ccc(C(=O)OCC)cc1,16,2,-8,-3,2,-3,i,-1,i
CCOC(=O)Cn1nnnc1CN(Cc1cccs1)Cc1cc2cc(C)cc(C)c2[nH]c1=O,5,0,9,4,-6,7,i,0,i
CCOc1ccc(C(=O)OCC(=O)N2CCOCC2)cc1OCC,8,-4,4,-4,3,1,i,0,i
CC(C)(C)c1ccc(C(=O)N2CCC(C(=O)c3ccccc3)CC2)cc1,7,-1,-4,-11,1,14,i,-1,i
Cc1ccc(C)c(N=Cc2cc3c(cc2[N+](=O)[O-])OCO3)c1,4,7,17,-33,3,4,i,-4,i
COc1cccc(N(CC(=O)Nc2cccc(C(C)=O)c2)S(C)(=O)=O)c1,17,-1,0,-7,-6,-9,i,1,i
CC(C)Cn1c(=O)c(CCC(=O)Nc2ccc(N3CCOCC3)cc2)nc2cc(Cl)ccc21,-6,6,12,4,0,-6,i,-5,i
C=CCc1cc(Cl)ccc1OCCOCCN(C)C,15,-1,-6,-6,-5,23,i,-2,i

# Carrying on.
SMILES,SKN-1 block,CSN inh,NadD block,FAS-TE inh,Rin1 Abl inh,MLLE-PAM2 inh,Rpn11 block,MT1-MMP act inh,Neddyl block
CSc1nc(N)nc2c1ncn2C1OC(CO)C(O)C1O (centres undefined),9,-1,-1,-7,-2,6,i,3,i
Brc1c(C[n+]2ccccc2)nc2ccccn12,6,-4,2,-6,3,2,i,-1,i
COc1ccc(S(=O)(=O)NCc2cccnc2)cc1C(=O)Nc1ccccc1,8,-1,-1,-4,1,4,i,-2,i
COc1cccc(-c2oc3c(c2C(=O)OCCN(C)C)C(O)CCC3)c1 (centres undefined),14,2,-3,-14,.,.,.,2,i
CCCCN1C(=O)C(CC(=O)NCCN2CCOCC2)CC(C(=O)N(CC)CC)=C1C (centres undefined),6,4,-2,-15,-2,1,i,0,i
COC(=O)[C@@H](NS(=O)(=O)c1cc(Br)ccc1Br)C(C)C,5,-2,-3,1,-2,9,i,6,i
CCOC(=O)C1CCN(Cc2ccc(C(=O)OC)cc2)CC1,12,-7,-6,-2,-2,-8,i,1,i
CCOC(=O)c1ccc(NC(=O)c2ccc[n+]([O-])c2)cc1,1,-3,-1,-4,2,-9,i,-4,i
O=C(c1ccco1)N1CCN(C(=O)c2cc3sccc3n2Cc2ccccc2)CC1,11,6,1,4,-2,17,i,-5,i
CCC1(C)NC(=O)N(CC(=O)NCC(=O)Nc2c(C)cc(C)cc2C)C1=O (centres undefined),-12,-5,-1,-4,1,-19,i,6,i

# One compound at a time (already shown). Values in the order: SKN-1 block	CSN inh	NadD block	FAS-TE inh	Rin1 Abl inh	MLLE-PAM2 inh	Rpn11 block	MT1-MMP act inh	Neddyl block
# CCC1(C)NC(=O)N(CC(=O)NCC(=O)Nc2c(C)cc(C)cc2C)C1=O (centres undefined) is listed with -12	-5	-1	-4	1	-19	i	6	i
# CCOC(=O)c1ccc(NC(=O)c2ccc[n+]([O-])c2)cc1 is listed with 1	-3	-1	-4	2	-9	i	-4	i
# CSc1nc(N)nc2c1ncn2C1OC(CO)C(O)C1O (centres undefined) is listed with 9	-1	-1	-7	-2	6	i	3	i
# CCCCN1C(=O)C(CC(=O)NCCN2CCOCC2)CC(C(=O)N(CC)CC)=C1C (centres undefined) is listed with 6	4	-2	-15	-2	1	i	0	i
# O=C(c1ccco1)N1CCN(C(=O)c2cc3sccc3n2Cc2ccccc2)CC1 is listed with 11	6	1	4	-2	17	i	-5	i

# Later entries:
SMILES,SKN-1 block,CSN inh,NadD block,FAS-TE inh,Rin1 Abl inh,MLLE-PAM2 inh,Rpn11 block,MT1-MMP act inh,Neddyl block
c1ccc2c(c1)nnn2-c1ncnc2sc3c(c12)CCCC3,2,-1,-9,20,-1,4,i,-4,i
Cc1cccc(NS(=O)(=O)c2ccccc2)n1,-5,3,2,-11,-4,9,i,-5,+
CSc1nncn1/N=C/c1ccc2c(c1)OCO2,-9,3,1,-10,-3,-37,i,-1,i
Cc1ccc(-n2c(C)cc3c2CCCC3=O)cc1,13,-12,-3,1,2,42*,i,3,i
CCCn1c(C)cc(/C=C(\C#N)C(=O)OCC(=O)Nc2cc(OC)c(OC)c(OC)c2)c1C,11,-4,-1,-3,-2,-6,i,3,i
O=C(Nc1ccc(Cl)cc1C(=O)NCCN1CCOCC1)c1ccco1,1,0,5,-8,4,0,i,3,i
CCOC(=O)c1cc(C#N)c(N2CCN(c3ccc(OC)cc3)CC2)[nH]c1=O,-4,-4,5,-7,-6,-10,i,.,i
CC1(C)CC(NC(=O)c2ccc(Cl)c(S(=O)(=O)N(Cc3ccccc3)c3ccccc3)c2)CC(C)(C)N1,11,2,-5,-4,.,10,i,0,i
CCCCN(C)CCNC(=O)c1c[nH]c2ccc(S(=O)(=O)N(CC)CC)cc2c1=O,0,-4,-3,-12,3,-9,i,-6,i
CCCNC(=O)CN1C(=O)NC(c2ccccc2)(c2ccccc2)C1=O,1,4,0,-5,2,-9,i,0,i

# This is a random part of the collection, and some 3.9% of all compounds hit somewhere here.
